From PubChem
TDP2 inh = human TDP2 enzyme inhibitors, primary screen, biochemical, epi absorbance, recombinant enzyme. 370,000 compounds, 0.34% hits. inhibition, % at 12.8 µM. T5PNP hydrolysis, p-nitrophenol absorbance 415 nm. Tyrosyl-DNA phosphodiesterase 2 (Homo sapiens), O95551;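 active = inhibition above the mean of all tested compounds plus 3 SD, set per campaign, cut at about 25% in these data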;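 also: 0% = DMSO with enzyme and 100% = buffer with substrate but no TDP2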
Target sequence (O95551 whole entry, looked up): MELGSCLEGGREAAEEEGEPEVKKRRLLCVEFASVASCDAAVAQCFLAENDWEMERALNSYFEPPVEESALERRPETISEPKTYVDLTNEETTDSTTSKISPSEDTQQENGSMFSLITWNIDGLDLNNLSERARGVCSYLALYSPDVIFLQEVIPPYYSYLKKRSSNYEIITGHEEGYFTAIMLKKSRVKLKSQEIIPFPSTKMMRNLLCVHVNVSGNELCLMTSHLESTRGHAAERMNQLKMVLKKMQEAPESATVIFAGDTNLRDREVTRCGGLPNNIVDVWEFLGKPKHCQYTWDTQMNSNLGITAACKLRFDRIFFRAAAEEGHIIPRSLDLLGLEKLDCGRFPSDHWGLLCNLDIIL
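Assay system: Recombinant human TDP2 | Quantity: 120 nM TDP2 per well | Incubation: 2 h at 37 °C | Signal: Epi absorbance | Evaluation: Percent inhibition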
ARFGAP1 inh = inhibitors of rat ARFGAP1 GAP activity, primary screen, biochemical, fluorescence polarization, GDP tracer. Arfgap1-stimulated ARF1 GTP hydrolysis, GDP FP detection. inhibition, % at 16.5 µM. 360,000 compounds, 0.26% hits;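 active = inhibition above a per-plate limit, mean inhibition of low control wells plus 3 SD, cut at about 25% in these data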;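 also: 0% = DMSO wells with enzyme and 100% = wells lacking Arfgap1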
Target sequence (Q62848 1-136 limits assumed): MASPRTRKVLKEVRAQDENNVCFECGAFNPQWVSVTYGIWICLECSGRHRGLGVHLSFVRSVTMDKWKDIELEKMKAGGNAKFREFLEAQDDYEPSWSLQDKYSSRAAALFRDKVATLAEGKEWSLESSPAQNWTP
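Assay system: Rat Arfgap1 GAP domain (His6, aa 1-136), purified enzyme | Buffer or medium: HEPES 25 mM pH 7.5, NaCl 150 mM, MgCl2, DTT | Schedule: GTP hydrolysis reaction 2 h at 25 °C | Signal: FP of antibody-bound GDP Alexa 633 tracer, ex 620/em 688 nm | Measure: Percent inhibition of Arfgap1-stimulated GTP hydrolysis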
ADAM17 inh = ADAM17 inhibitors, primary screen, biochemical, QFRET | Disintegrin and metalloproteinase domain-containing protein 17 (Homo sapiens), P78536 | recombinant ADAM17, EDANS/DABCYL FRET peptide cleavage | inhibition, % at 6.95 µM | 370,000 compounds, 0.83% hits;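 active = inhibition above the mean of compounds lying between control limits plus 3 SD, set per campaign, cut at about 8.5% in these data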;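 also: 0% = DMSO-only wells as the low control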
DDE Tn7 FP inh = inhibitors of Tn7 peptide binding to fibrin DD(E), primary screen, biochemical, fluorescence polarization, human fibrin, Tn7 probe; FP displacement of FITC-Tn7 peptide from fibrin DD(E); 0% = median of compound wells per plate; 370,000 compounds, 0.13% hits; Fibrinogen beta chain (Homo sapiens), P02675; inhibition, % at 8.3 µM;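 active = inhibition above the mean of compounds falling within the control limits plus 3 SD of them, cut at about 14% in these data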;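 also: 0% = plate median of compound wells and 100% = 10 µM Aha-Tn7 peptide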
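Assay system: human fibrin DD(E). Input: DD(E) 2 µM final. Medium: Tris buffer with calcium and detergent, pH 7.8. Compound dosing: single point at 8.3 µM. Timing: 10 min plus 3 h, room temperature. Technique: fluorescence polarization of the labelled Tn7 tracer. Read-out: percent inhibition. Replicates: singlicate testing.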
PLCg1 inh = PLC-gamma1 enzyme inhibitors, primary screen, biochemical, fluorescence, purified enzyme | 1-phosphatidylinositol 4,5-bisphosphate phosphodiesterase gamma-1 (Homo sapiens), P19174 | inhibition, % at 12.2 µM | 370,000 compounds, 0.84% hits | AID 720700, 2013 | fluorogenic substrate; in the data active = inhibition above about 9.5%
SIAE primary = human SIAE inhibitors, primary screen, biochemical, fluorescence polarization, FP-Rh probe, 1536-well HTS; Sialate O-acetylesterase (Homo sapiens), Q9HAT2; SIAE FP-Rh probe binding; inhibition, % at 9.66 µM; 370,000 compounds, 0.69% hits;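 active = inhibition above a cutoff: mean of compounds within the control limits plus 3 SD of those, cut at about 17% in these data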;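 also: 0% = plate median of compound wells and 100% = probe without SIAE protein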
Target sequence (Q9HAT2 whole entry, looked up): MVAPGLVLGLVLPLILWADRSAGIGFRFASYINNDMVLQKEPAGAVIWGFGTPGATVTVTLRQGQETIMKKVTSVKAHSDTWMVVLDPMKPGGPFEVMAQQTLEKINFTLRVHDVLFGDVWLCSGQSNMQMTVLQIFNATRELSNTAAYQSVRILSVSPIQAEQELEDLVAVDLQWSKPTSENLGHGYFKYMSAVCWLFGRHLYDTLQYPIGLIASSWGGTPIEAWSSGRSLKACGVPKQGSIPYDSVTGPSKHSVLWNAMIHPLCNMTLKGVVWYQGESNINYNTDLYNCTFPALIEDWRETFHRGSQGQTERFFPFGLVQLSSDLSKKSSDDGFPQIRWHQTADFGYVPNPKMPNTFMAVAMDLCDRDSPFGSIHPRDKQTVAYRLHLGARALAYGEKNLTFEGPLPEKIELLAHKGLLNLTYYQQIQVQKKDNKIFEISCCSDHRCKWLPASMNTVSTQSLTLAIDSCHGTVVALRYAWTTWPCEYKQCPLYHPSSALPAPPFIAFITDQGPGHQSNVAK
ASAP1 inh = inhibitors of human ASAP1 ArfGAP activity, primary screen, biochemical, fluorescence polarization; Arf-GAP with SH3 domain, ANK repeat and PH domain-containing protein 1 (Homo sapiens), …; ASAP1-stimulated ARF1 GTP hydrolysis, GDP FP detection; inhibition, % at 16.5 µM; 360,000 compounds, 0.19% hits; AID 624377, 2012; in the data active = inhibition above about 25%;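 also: 0% = vehicle with enzyme and substrate and 100% = no enzyme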
PLCb3 inh = human PLC-beta3 inhibitors, primary screen, biochemical, fluorescence | 1-phosphatidylinositol 4,5-bisphosphate phosphodiesterase beta-3 (Homo sapiens), Q01970 | Purified PLC-beta3, fluorogenic substrate | inhibition, % at 12.2 µM | 370,000 compounds, 0.18% hits | AID 720704, 2013; in the data active = inhibition above about 11%;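 also: 0% = median of compound wells on plate and 100% = full blocker control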
ADAM10 inh = human ADAM10 inhibitors, primary screen, biochemical, QFRET, HTS. Disintegrin and metalloproteinase domain-containing protein 10 (Homo sapiens), O14672. recombinant ADAM10, EDANS/DABCYL FRET peptide cleavage, 3 h. inhibition, % at 7 µM. 370,000 compounds, 0.62% hits;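 active = inhibition above a per-campaign cutoff equal to the mean of compounds falling between control-based bounds plus 3 SD, cut at about 20% in these data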;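 also: 0% = DMSO wells while the 100% control is not disclosed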
Tn6 DDE FP = inhibitors of Tn6 peptide binding to fibrin DD(E), primary screen, biochemical, fluorescence polarization, human fibrin, Tn6 probe; Fibrinogen beta chain (Homo sapiens), P02675; Fibrin DD(E) TRITC-Tn6 fluorescence polarization displacement; inhibition, % at 8.3 µM; 370,000 compounds, 0.21% hits; AID 720509, 2013;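 active = inhibition above a per-campaign cutoff: mean of compounds within control limits plus 3 SD, cut at about 15% in these data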;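 also: 0% = median of all compound wells on the plate and 100% = blocking peptide control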
* marks the source's active call; other numbers are inactive results; i = inactive.

SMILES	TDP2 inh	ARFGAP1 inh	ADAM17 inh	DDE Tn7 FP inh	PLCg1 inh	SIAE primary	ASAP1 inh	PLCb3 inh	ADAM10 inh	Tn6 DDE FP
CCCC(=O)N(CCN1CCOCC1)c1nc2cc(C)c(C)cc2s1	-8	7	1	3	0	1	-18	-7	6	5
N#Cc1nc(-c2ccc(Cl)cc2)oc1N1CCCCC1	1	-7	-254	-1	-41	-2	6	-52	i	-1
CCCCOc1ccc(N2C(=O)CC(N(CCc3ccccc3)C(=O)/C=C/C(=O)O)C2=O)cc1 (stereo not given)	2	7	-2	9	-1	-1	-14	3	-2	6
CC12CCC(=O)C=C1CCC1C2C(O)CC2(C)C1CCC2(O)C(=O)COC(=O)COCC(=O)O (stereo not given)	-3	-4	-5	-3	2	-3	-10	-3	-8	4
CCC(=O)N1CCc2cc(OC)c(OC)cc2C1COc1ccc(OC)cc1 (stereo not given)	-9	8	-5	-1	-2	-4	-6	-4	-2	-3
COc1ccccc1Nc1c2ccccc2nc2ccccc12	-8	-11	-66	1	-29	6	-5	-45	-144	-2
CCOC(=O)Cc1csc(NC(=O)COc2ccc(C)cc2)n1	-8	-5	3	-5	1	-7	4	5	5	-3
Cc1ccc(-c2ccc(=O)n(Cc3c(F)cccc3Cl)n2)cc1	0	6	-1	2	2	-2	0	-4	7	-5
O=C(Nc1nnc(-c2ccc3c(c2)CCCC3)o1)C1COc2ccccc2O1 (stereo not given)	7	6	-2	1	-1	3	-6	-2	-11	5
CCCCCC1CC(=O)C=C(C)C1C(=O)OC (stereo not given)	-10	10	-5	-3	0	-5	6	-6	-10	-7
COc1cc2c(cc1NC(=S)NC(=O)/C=C/c1ccc(OC)c(OC)c1)oc1ccccc12	-9	-5	-16	1	-9	5	2	-8	-33	-6
COc1ccc(N2CCN(C(=O)c3oc4ccccc4c3NC(=O)Cc3cccc(OC)c3)CC2)cc1	4	1	3	-2	0	-1	1	-3	13	-8
CC(=O)CC1c2cc(F)ccc2C=C(c2ccsc2)N1c1ccc(-c2ccc(C(N)=O)cc2)cc1 (stereo not given)	4	-18	-28	12	-162	-2	17	-265	-77	5
N#Cc1cc([N+](=O)[O-])cnc1N(CCO)CCO	-1	2	3	-2	-4	2	-4	-3	6	4
Cn1ccnc1Sc1cc(Cl)ccc1[N+](=O)[O-]	-7	4	-4	5	1	1	2	3	2	4
O=S(=O)(c1ccc(SCc2ccc(Br)cc2)nc1)N1CCOCC1	-6	-5	6	5	-1	-2	10	-4	12	5
CCn1c(SCC(=O)N2CC(C)OC(C)C2)nc2c([nH]c3ccccc32)c1=O (stereo not given)	-4	15	0	1	0	2	-5	-8	4	-2
CCc1n[nH]c(=S)n1N=C1CCC(C)CC1 (stereo not given)	-7	-2	0	-4	1	2	1	2	-2	1
Cn1nnc(NC(=S)NC(=O)c2ccccc2)n1	-8	12	2	-8	4	2	-10	-5	8	-5
CCOC(=O)c1ccc(NS(=O)(=O)c2ccc3c(c2)CCCN3C(C)=O)cc1	15	4	-3	-3	-1	-4	8	-1	-1	8

Some of these compounds in order of the ADAM10 inh value, falling:
Compound,ADAM10 inh
Cn1nnc(NC(=S)NC(=O)c2ccccc2)n1,8
Cn1ccnc1Sc1cc(Cl)ccc1[N+](=O)[O-],2
COc1cc2c(cc1NC(=S)NC(=O)/C=C/c1ccc(OC)c(OC)c1)oc1ccccc12,-33

The list continues:
SMILES	TDP2 inh	ARFGAP1 inh	ADAM17 inh	DDE Tn7 FP inh	PLCg1 inh	SIAE primary	ASAP1 inh	PLCb3 inh	ADAM10 inh	Tn6 DDE FP
COc1ccc(NC(=O)c2c(-c3c(Cl)cccc3Cl)noc2C)cn1	-7	23	-3	-7	0	-7	-3	-6	-18	-4
O=C(c1cc(C2CC2)on1)N1CCCC(N2CCN(c3ccc(F)cc3)CC2)C1 (stereo not given)	6	-18	1	-5	3	4	-2	1	-9	1
Cc1cc(C)cc(N2CC(c3nc4ccccc4n3C)CC2=O)c1 (stereo not given)	1	-4	-1	5	2	-1	0	1	-6	0
CCOCC(O)CNC(=O)c1ccc(OC2CCN(C(=O)c3cccnc3)CC2)cc1 (stereo not given)	3	1	-3	-1	-1	-1	-8	1	5	-3
O=C(Cc1ccc(-n2cnnn2)cc1)NC12CC3CC(CC(C3)C1)C2	-10	6	-5	1	1	6	-9	2	-8	-1
Cc1nn(CC2CC2)c(=O)n1-c1ccc(C(C)C)cc1	-11	14	-3	-8	3	1	4	-2	-5	-8
C[C@@]12C(=O)N(CCc3c[nH]c4ccccc34)CC(=O)N1[C@H]1c3ccccc3OC[C@@H]1[C@@H]2c1ccccc1	-11	9	8	-7	2	0	6	3	22*	0
CN1CCN(S(=O)(=O)c2ccc(NC(=O)c3ccc(Br)s3)cc2)CC1	-15	-4	-6	-5	0	-10	4	1	9	-13
COC(=O)c1ccc2c(CCO)c[nH]c2c1	5	2	i	-6	-352	1	6	-461	i	-4
COc1ccc(Br)c(C(=O)OCc2cc(=O)oc3cc(C)ccc23)c1	7	2	0	3	0	-9	13	-3	0	1
CC1(C)CC(NC(=O)c2ccccc2)CC(C)(C)N1	-2	5	-2	-8	0	0	2	-3	1	-8
CC1CCN(CC[C@H]2CCCN2S(=O)(=O)c2cccc(O)c2)CC1	6	0	-4	4	-2	-7	3	0	1	-3
Clc1cccc(OCCN2CCNCC2)c1	6	9	-4	1	1	-1	-5	3	-1	4
COc1cc(NC(=O)c2ccccc2)c(OC)cc1NC(=O)Cc1ccccc1	-25	13	7	-4	-2	5	-5	-12	12	-1
CCOc1ccc(C(=O)/C=C/c2ccccc2C(F)(F)F)cc1	-12	-3	6	1	6	0	3	9	10	-8
Cc1ccccc1OCc1nnc(SCC(=O)O)n1-c1cccc(Cl)c1	0	-2	-1	3	-1	-2	-15	-10	3	6
CC1Cc2ccccc2N1C(=O)c1cc2c(=O)n3ccccc3nc2n1C (stereo not given)	14	-4	-9	3	-31	3	-8	-34	-31	2
O=C(COC(=O)CCCNC(=O)c1ccc(Cl)cc1)Nc1cc(Cl)ccc1Cl	5	-7	0	3	0	-2	6	3	-3	-1
COc1ccc(C(CCNC(C)c2ccccc2)C(C)C)cc1 (stereo not given)	2	1	-4	0	0	-6	-4	-5	2	1
Cn1c(CCNC(=O)c2ccccc2Cl)n[nH]c1=S	-1	-2	-4	-1	0	2	2	1	-2	0
Cc1cc(NC(=O)COC(=O)c2ccc(C)c(C)c2)no1	9	-7	-4	6	3	7	5	-3	0	2
CCc1c(C)sc2nc(C(C)C)nc(SCC(=O)N3CCc4ccccc4C3)c12	0	-20	-3	-1	-2	-3	-2	-2	-7	0
O=C(COC(=O)CC1CCCC1)Nc1ccc(Cl)cn1	-1	7	4	6	-2	0	5	-6	-5	-1
CN(C)c1ccc(P(=O)(Nc2ccc([N+](=O)[O-])cc2)N2CCOCC2)c(NC(=O)c2cccs2)c1 (stereo not given)	-12	0	0	7	-3	0	3	-7	9	2
Cc1cc2oc(=O)cc(CN3CCC(C)CC3)c2cc1C	-6	9	-6	-5	-18	-6	3	-32	-20	-4
CN1CCC(N(C)S(=O)(=O)c2ccc(NC(=O)COc3ccc(F)cc3)cc2)CC1	-1	0	-5	6	-2	1	4	-10	-12	6
CC1Cc2nc(SCC(=O)N3CCN(c4ccccc4)CC3)n(CCc3ccccc3)c(=O)c2S1 (stereo not given)	2	1	6	-4	2	-11	4	4	13	7

Laid out differently: entries from further up
structure,TDP2 inh,ARFGAP1 inh,ADAM17 inh,DDE Tn7 FP inh,PLCg1 inh,SIAE primary,ASAP1 inh,PLCb3 inh,ADAM10 inh,Tn6 DDE FP
COc1cc(NC(=O)c2ccccc2)c(OC)cc1NC(=O)Cc1ccccc1,-25,13,7,-4,-2,5,-5,-12,12,-1
CCOc1ccc(C(=O)/C=C/c2ccccc2C(F)(F)F)cc1,-12,-3,6,1,6,0,3,9,10,-8
Cc1ccccc1OCc1nnc(SCC(=O)O)n1-c1cccc(Cl)c1,0,-2,-1,3,-1,-2,-15,-10,3,6
CC1Cc2ccccc2N1C(=O)c1cc2c(=O)n3ccccc3nc2n1C (stereo not given),14,-4,-9,3,-31,3,-8,-34,-31,2
O=C(COC(=O)CCCNC(=O)c1ccc(Cl)cc1)Nc1cc(Cl)ccc1Cl,5,-7,0,3,0,-2,6,3,-3,-1
COc1ccc(C(CCNC(C)c2ccccc2)C(C)C)cc1 (stereo not given),2,1,-4,0,0,-6,-4,-5,2,1
Cn1c(CCNC(=O)c2ccccc2Cl)n[nH]c1=S,-1,-2,-4,-1,0,2,2,1,-2,0
Cc1cc(NC(=O)COC(=O)c2ccc(C)c(C)c2)no1,9,-7,-4,6,3,7,5,-3,0,2
CCc1c(C)sc2nc(C(C)C)nc(SCC(=O)N3CCc4ccccc4C3)c12,0,-20,-3,-1,-2,-3,-2,-2,-7,0
O=C(COC(=O)CC1CCCC1)Nc1ccc(Cl)cn1,-1,7,4,6,-2,0,5,-6,-5,-1
CN(C)c1ccc(P(=O)(Nc2ccc([N+](=O)[O-])cc2)N2CCOCC2)c(NC(=O)c2cccs2)c1 (stereo not given),-12,0,0,7,-3,0,3,-7,9,2
